MEP2 TOR yeast – modulators of TOR pathway MEP2-GFP in S. cerevisiae | GFP response vs DMSO, % at 10 µM | hit rate 0.51% among 330,000 | S. cerevisiae MEP2-GFP strain, flow cytometry GFP, 3 h; 100% = DMSO control level;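 active = GFP response versus DMSO above a set limit, roughly screen mean plus 3 SD, cut at about 180% in these data; inconclusive = fewer than 70 cells counted for a yeast strain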;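 also: median GFP fluorescence of the barcode-gated MEP2-GFP cells per well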
CIT2 TOR yeast – alters CIT2-GFP fluorescence in TOR pathway yeast screen; S. cerevisiae CIT2-GFP strain, flow cytometry, 3 h; 100 means same as DMSO wells; GFP response vs DMSO, % at 10 µM; hit rate 0.065% among 320,000; AID 2029;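 active = GFP response relative to DMSO above a set limit, near the screen mean plus 3 SD, cut at about 150% in these data; inconclusive = Fewer than 70 cells measured for a yeast strain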;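 also: ratio of well median GFP fluorescence to mean of DMSO wells on the plate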
procasp7 counter – counter-screen for procaspase-3 activators: activators of human procaspase-7; P55210; recombinant procaspase-7, Ac-DEVD-pNA absorbance 405 nm; D23A/D198A/D206A triple mutant, cannot self-cleave; scale: DMSO 0, 5 µM enzyme 100; activation, % at 8.5 µM; hit rate 0.093% among 330,000; AID 463210;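 active = percent activation above the screen-wide mean plus 3 SD, cut at about 25% in these data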
Target sequence (P55210 whole entry D23A/D198A/D206A): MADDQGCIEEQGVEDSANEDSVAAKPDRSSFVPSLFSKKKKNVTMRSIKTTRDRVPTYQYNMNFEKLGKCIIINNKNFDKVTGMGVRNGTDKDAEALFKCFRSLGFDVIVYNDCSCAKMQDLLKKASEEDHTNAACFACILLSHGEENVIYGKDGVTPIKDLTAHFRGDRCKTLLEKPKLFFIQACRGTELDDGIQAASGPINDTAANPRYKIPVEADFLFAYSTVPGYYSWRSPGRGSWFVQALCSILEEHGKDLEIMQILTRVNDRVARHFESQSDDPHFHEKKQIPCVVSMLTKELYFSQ
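buffer or medium = Zinc-free HEPES/NaCl buffer, pH 7.4 | material = Procaspase-7 triple mutant (PC-7 D3A) | input = 2 µM procaspase-7 mutant as dispensed | signal = Epi-absorbance of released pNA at 405 nm, two timepoints | timing = 1 h preincubation, 2 h reaction | replicates = singlicate compound testing | evaluation = % activation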
AHR act – human AHR activation | P35869 | AHR-responsive luciferase reporter cells, luminescence | activation, % at 5 µM | hit rate 2.5% among 320,000 | AID 2796; in the data active = activation above about 47%;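 also: 0% = vehicle wells and 100% = reference agonist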
LAP4-GFP MLPCN – alters LAP4-GFP fluorescence in TOR pathway yeast screen; S. cerevisiae LAP4-GFP multiplex, flow cytometry GFP, 3 h; median GFP as percent of DMSO wells; GFP response vs DMSO, % at 10 µM; hit rate 0.34% among 320,000; AID 2023;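 active = GFP response vs DMSO above a set limit, about the screen mean plus 3 SD, cut at about 150% in these data; inconclusive = under 70 cell events counted for the yeast strain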
AGP1-GFP MLPCN – alters AGP1-GFP fluorescence in TOR pathway yeast screen; S. cerevisiae AGP1-GFP multiplex flow cytometry, 3 h; GFP as percent of DMSO wells; GFP response vs DMSO, % at 10 µM; hit rate 0.02% among 320,000; AID 2066;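 active = GFP response relative to DMSO above a set limit, near screen average plus 3 SD, cut at about 150% in these data; inconclusive = fewer than 70 cells counted for the yeast strain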;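 also: median GFP channel fluorescence of the gated AGP1 strain per well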
RPL19A-GFP yeast – modulators of TOR pathway RPL19A-GFP in S. cerevisiae; percent response vs DMSO, % at 10 µM; AID 2025; hit rate 0.3% among 330,000; S. cerevisiae RPL19A-GFP strain, flow cytometry, 3 h; active compounds read low;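 active = percent response vs DMSO below 50%; inconclusive = fewer than 70 events counted for the yeast strain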;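 also: median channel GFP fluorescence of the barcoded RPL19A-GFP strain; ratio of sample median GFP to plate DMSO average so 100% = DMSO; lower means less RPL19A-GFP as with rapamycin TOR inhibition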
procasp3 activ – procaspase-3 (human) activation | P42574 | recombinant procaspase-3 D3A, Ac-DEVD-pNA absorbance 405 nm | activation, % at 8.5 µM | hit rate 0.11% among 330,000 | AID 463141;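 active = activation above the mean of all tested compounds plus 3 SD, cut at about 21% in these data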;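 also: 0% = DMSO alone and 100% = DMSO wells spiked with extra 5 µM PC-3 D3A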
Target sequence (P42574 whole entry D9A/D28A/D175A): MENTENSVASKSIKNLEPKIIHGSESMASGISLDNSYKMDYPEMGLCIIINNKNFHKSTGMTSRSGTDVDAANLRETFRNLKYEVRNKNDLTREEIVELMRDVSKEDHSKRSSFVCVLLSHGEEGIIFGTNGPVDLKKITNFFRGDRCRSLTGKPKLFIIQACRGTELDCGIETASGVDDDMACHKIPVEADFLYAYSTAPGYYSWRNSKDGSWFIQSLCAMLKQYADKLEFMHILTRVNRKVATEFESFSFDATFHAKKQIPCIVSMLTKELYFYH
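Assay system – Procaspase-3 D3A mutant, all three cleavage aspartates alanine · Controls – DMSO-only low control, 5 µM PC-3 D3A high control · Schedule – 1 h compound preincubation, 2 h substrate hydrolysis at 25 °C · Signal – 405 nm absorbance of p-nitroaniline, reads at 0 and 120 min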
* marks the source's active call; other numbers are inactive results; ? = inconclusive; · = no result given. An unsorted share of the library; any-hit rate near 3.5%.

Order of values: MEP2 TOR yeast | CIT2 TOR yeast | procasp7 counter | AHR act | LAP4-GFP MLPCN | AGP1-GFP MLPCN | RPL19A-GFP yeast | procasp3 activ
CCC(Oc1ccc(C)c(C)c1)C(=O)N1CCCN(C)CC1 (configuration not stated)
  115.7 | 98.2 | 1.0 | -1.9 | 87.0 | 102.0 | 106.2 | 1.0
COc1ccc2c(=O)c3c(=O)n(Cc4ccco4)c(-c4ccccc4)nc3oc2c1
  103.6 | 102.2 | -2.8 | 7.3 | 110.3 | 95.3 | 98.7 | -1.0
COc1cccc(NC(=O)COC(=O)Cn2c(C)csc2=O)c1
  92.9 | 94.2 | 4.6 | 0.3 | 98.3 | 100.8 | 99.2 | -3.7
CCNc1nc(NCC)nc(N/N=C/c2ccc(O)c(OC)c2)n1
  100.5 | 115.4 | 9.9 | 17.1 | 84.6 | 107.8 | 101.1 | -2.9
Cc1ccc(Cl)cc1N1CCN(C(=O)CSc2ccsc2[N+](=O)[O-])CC1
  184.1* | 97.6 | 4.2 | -0.2 | 117.4 | 97.1 | 98.1 | 13.8
NS(=O)(=O)c1ccc(CCNCc2cc(Br)ccc2OCc2ccccc2F)cc1
  109.2 | 105.2 | -0.3 | -0.7 | 104.8 | 107.7 | 101.1 | -4.5
O=S(=O)(c1ccc2nc(Nc3ccccc3)ccc2c1)N1CCCCC1
  98.2 | 97.5 | -2.1 | 17.0 | 92.8 | 99.3 | 101.7 | -5.7
O=c1cc(-c2ccccc2)[nH]c2[nH]n(-c3ccccc3)c(=O)c12
  108.7 | 104.3 | -37.5 | -2.6 | 97.5 | 103.8 | 104.7 | -16.7
Cc1csc(NC(=O)CSc2nnc(-c3cc(C)on3)o2)n1
  94.1 | 104.6 | 8.7 | 23.0 | 88.6 | 94.2 | 101.9 | 3.1
CC1(C)S[C@@H]2[C@H](NC(=O)COc3ccccc3)C(=O)N2C1C(=O)OCc1cc2ccccc2n1S(=O)(=O)c1ccccc1 (some centres not stated)
  84.3 | 95.7 | 2.5 | -1.0 | 124.6 | 79.4 | 88.1 | -3.4
O=C(OCc1ccc([N+](=O)[O-])cc1)c1ccccn1
  98.1 | 95.8 | 9.8 | 1.0 | 98.0 | 99.6 | 96.9 | 4.8
Cc1ccc(CNC(=O)C(=O)NCCC2CCCCN2S(=O)(=O)c2ccccc2)cc1 (configuration not stated)
  105.6 | 98.2 | 0.8 | -0.5 | 94.5 | 105.8 | 100.5 | -4.7
COc1cc(/C=C2/SC(=O)N(Cc3ccccc3Cl)C2=O)ccc1OCc1ccncc1
  100.3 | 86.8 | 7.3 | 1.6 | 95.6 | 95.0 | 98.8 | -5.4
COc1ccc(N2CCN(CCCNC(=O)c3ccc(CS(=O)(=O)c4ccc(OC)cc4)o3)CC2)cc1
  99.8 | 96.3 | 2.9 | 4.5 | 105.2 | 98.8 | 98.3 | 11.4
C[N+](C)(C)CC(=O)N1CCN(c2ccc3ccccc3n2)CC1
  107.4 | 96.0 | · | · | 95.9 | 95.3 | 106.9 | ·
N=c1ccn(CC(=O)NC(N)=O)c2ccccc12
  100.4 | 107.6 | 2.7 | -1.4 | 101.7 | 104.5 | 102.9 | -2.5
COc1ccc(Nc2ccc(N3C(=O)CC(C)C3=O)cc2[N+](=O)[O-])cc1OC (configuration not stated)
  98.7 | 99.4 | -9.2 | 3.8 | 110.2 | 104.1 | 100.1 | 3.2
CC(C)(C)OC(=O)N1CCC[C@H]1C(=O)N/N=C/c1cccc2nccnc12
  95.8 | 105.4 | 0.3 | 12.5 | 114.3 | 103.9 | 99.7 | -11.9
CC(C)=C(NC(=O)c1ccccc1)C(=O)NCCc1nc2ccccc2[nH]1
  97.3 | 97.0 | 3.1 | 2.9 | 101.6 | 99.5 | 98.2 | 0.4
O=C(Nc1nnc(-c2ccco2)o1)c1ccc(Cl)cc1
  ? | ? | 5.4 | 3.1 | ? | ? | ? | 4.2

Part of the list above, reformatted:
SMILES	MEP2 TOR yeast	CIT2 TOR yeast	procasp7 counter	AHR act	LAP4-GFP MLPCN	AGP1-GFP MLPCN	RPL19A-GFP yeast	procasp3 activ
COc1ccc2c(=O)c3c(=O)n(Cc4ccco4)c(-c4ccccc4)nc3oc2c1	103.6	102.2	-2.8	7.3	110.3	95.3	98.7	-1.0
COc1cc(/C=C2/SC(=O)N(Cc3ccccc3Cl)C2=O)ccc1OCc1ccncc1	100.3	86.8	7.3	1.6	95.6	95.0	98.8	-5.4

New compounds follow
Order of values: MEP2 TOR yeast | CIT2 TOR yeast | procasp7 counter | AHR act | LAP4-GFP MLPCN | AGP1-GFP MLPCN | RPL19A-GFP yeast | procasp3 activ
COc1ccccc1CC(=O)Nc1ccc(S(=O)(=O)N2CCCC2)cc1
  105.2 | 95.3 | 6.8 | 0.3 | 104.2 | 98.8 | 99.9 | 5.0
CC1CCN(C(=O)c2nc[nH]c2C(=O)OCCNC(=O)OC(C)(C)C)CC1
  92.5 | 93.7 | 1.0 | 0.6 | 89.0 | 89.8 | 94.5 | -0.2
COC(=O)c1cc(-c2ccc(OC)cc2)nc2nc(SC)[nH]c(=O)c12
  106.3 | 101.3 | -1.1 | 10.7 | 86.2 | 93.3 | 99.3 | -1.1
COC(=O)c1c(NC(=O)CCl)sc(C(=O)N2CCOCC2)c1C
  108.5 | 97.5 | -0.1 | 0.8 | 96.5 | 93.4 | 96.3 | -2.2
Cc1nnc(NC(=O)c2ccccc2NC(=O)c2ccccc2)s1
  106.2 | 96.3 | 7.8 | 23.9 | 107.7 | 104.9 | 101.3 | 2.8
N#CC1=C(N)C(C#N)(C#N)C2(C(=O)Nc3ccccc32)C2CCCC=C12 (configuration not stated)
  98.3 | 102.2 | 3.3 | 18.9 | 98.6 | 100.5 | 97.0 | 4.3
CCN(CC)CCN(C(=O)Cn1nnc(-c2ccc(C)o2)n1)C(C(=O)NC(C)(C)C)c1cccs1 (configuration not stated)
  96.5 | 105.2 | -10.5 | 0.2 | 103.6 | 99.8 | 96.1 | -7.8
COc1ccc(CC(=O)N/N=C/c2cccs2)cc1OC
  95.3 | 95.5 | -8.7 | 7.2 | 84.6 | 90.6 | 98.4 | 6.7
Cc1cc(C)c(NC(=O)CS(=O)CC(=O)Nc2ccc(N3CCOCC3)cc2)c(C)c1 (configuration not stated)
  105.8 | 97.5 | 8.3 | -2.0 | 95.4 | 97.7 | 98.9 | 7.7
O=C(O)c1cccc(NC(=O)c2ccc(Cl)c(S(=O)(=O)N3CCCCCC3)c2)c1
  163.9 | 132.1 | 2.5 | 5.4 | 107.2 | 99.4 | 109.8 | -2.9
Nc1ccc(C(=O)OCC(=O)N2CCc3ccccc3C2)cc1[N+](=O)[O-]
  99.4 | 100.2 | -11.6 | 11.7 | 93.7 | 98.2 | 103.2 | -4.4
CC(=O)N1c2ccc(S(=O)(=O)N(C)CC(=O)Nc3cccc(C)c3)cc2CC1C (configuration not stated)
  97.3 | 109.5 | 7.1 | 0.4 | 100.6 | 108.5 | 101.8 | 8.6
COc1ccc(NC(=S)N2CCN(C/C=C/c3ccccc3)CC2)c(OC)c1
  103.5 | 104.6 | -2.3 | 2.7 | 88.2 | 102.8 | 107.0 | 4.9
CC(C)c1nnc2n1N=C(c1ccc(Cl)cc1)CS2
  105.7 | 105.0 | · | · | 97.4 | 104.5 | 106.2 | ·
Cc1ccc(S(=O)(=O)N2CCOCC2)cc1NC(=O)Nc1ccc([N+](=O)[O-])cc1
  91.4 | 106.5 | -6.3 | -0.4 | 90.1 | 95.1 | 96.8 | 10.6
Cc1nc2cc(CC(=O)O)ccc2o1
  98.8 | 102.8 | 0.5 | -4.9 | 101.7 | 104.6 | 102.1 | -2.7
COC(=O)c1ccc(C(=O)OC)c(NC(=S)N2CCC(N3CCCCC3)CC2)c1
  92.1 | 104.9 | -8.3 | 0.7 | 97.7 | 101.8 | 96.6 | -7.8
CC(C)C1NC(=S)N(C2CCCCC2)C1=O (configuration not stated)
  105.6 | 97.0 | 1.3 | -0.2 | 95.8 | 103.3 | 103.4 | 10.2
O=Cc1cccn1Cc1ccccc1[N+](=O)[O-]
  107.4 | 107.8 | 2.5 | -1.4 | 91.5 | 100.9 | 109.5 | 6.4
CC(=O)Nc1ccc(NC=C(C#N)C#N)cc1
  101.4 | 108.0 | 10.2 | 3.2 | 114.8 | 112.1 | 108.6 | -0.2

Continued:
Order of values: MEP2 TOR yeast | CIT2 TOR yeast | procasp7 counter | AHR act | LAP4-GFP MLPCN | AGP1-GFP MLPCN | RPL19A-GFP yeast | procasp3 activ
COc1ccc(-c2csc(NC(=O)c3ccco3)n2)cc1
  95.6 | 98.2 | 8.7 | -2.0 | 96.3 | 89.4 | 98.9 | 0.2
CC(C)(C)OC(=O)NCCC(=O)N/N=C/c1ccc2nccnc2c1
  93.0 | 90.0 | 6.8 | 2.3 | 105.3 | 99.1 | 94.7 | -1.6
O=c1[nH]nc(SCc2ccccc2Cl)n1-c1ccc2c(c1)OCCO2
  101.3 | 96.3 | -4.9 | 1.0 | 108.2 | 103.2 | 98.5 | 0.5
Cc1ccc(CNC(=O)C2CSC3(C)CCC(=O)N23)cc1 (configuration not stated)
  110.1 | 101.3 | 12.9 | -0.5 | 116.8 | 107.7 | 104.2 | 9.7
Cc1noc(C)c1C(=O)N(CC(=O)NC1CCCC1)Cc1ccccc1F
  97.3 | 96.0 | -9.5 | 2.4 | 94.8 | 98.1 | 101.0 | -2.5
O=C(Nc1c2c(nn1-c1ccccc1)CS(=O)(=O)C2)c1ccco1
  109.0 | 114.3 | -0.6 | 4.5 | 112.5 | 114.0 | 91.7 | -12.0
COc1ccc(CC(=O)NCCCc2ccccc2)cc1OC
  106.9 | 99.2 | 0.5 | 2.8 | 91.4 | 94.8 | 101.0 | 2.9
CN(C(=O)Nc1ccc(Cl)c(Cl)c1)c1ccccc1C(=O)O
  102.7 | 99.7 | -12.7 | 17.6 | 92.5 | 95.1 | 94.4 | 6.5
Nc1c(C(=O)NCc2ccc3c(c2)OCO3)nnn1CC(=O)Nc1ccc(Br)cc1
  102.5 | 96.7 | 3.7 | 8.0 | 92.5 | 97.4 | 99.9 | -6.0
CCOc1cc(CN2CCCC(CNC(=O)c3ccc(F)cc3)C2)ccc1OC (configuration not stated)
  91.9 | 101.5 | -0.4 | 0.8 | 99.4 | 101.0 | 96.0 | 12.3
Cc1ccc(NS(=O)(=O)c2ccc(C(=O)Nc3nncs3)cc2)cc1
  102.0 | 102.6 | -0.5 | 2.4 | 104.5 | 106.7 | 92.5 | 5.3
CC(C)c1ccc(NC(=O)CCNS(=O)(=O)c2cc(Br)cnc2N)cc1
  101.4 | 101.8 | 12.9 | 7.7 | 88.0 | 96.7 | 100.0 | 2.0
CCOC(=O)C1(Cc2ccccc2)CCN(Cc2ccc(C3CCCCO3)s2)CC1 (configuration not stated)
  104.5 | 106.2 | 7.1 | 1.0 | 104.4 | 105.0 | 100.9 | -5.7
COc1cc(CN2CCNC(=O)C2CC(=O)O)cc(OC)c1 (configuration not stated)
  102.0 | 97.8 | 11.2 | 1.0 | 104.6 | 106.6 | 96.0 | 1.4
Cc1ccc2c(Cl)c(C)c(N3CCCC3)nc2n1
  102.6 | 100.9 | 0.0 | -1.3 | 91.2 | 101.9 | 96.2 | -1.2

Compound activity (PubChem BioAssay)
